UBC13 polyUb = UBC13 polyubiquitin chain formation inhibitors, primary screen, biochemical, TR-FRET, uHTS | Ubiquitin-conjugating enzyme E2 N (Homo sapiens), P61088 | AID 485273, 2010 | inhibition, % at 20 µM | 330,000 tested, 0.47% active; in the data active means inhibition above about 45%, passing the limit was not always enough
Target sequence (P61088 whole entry, looked up): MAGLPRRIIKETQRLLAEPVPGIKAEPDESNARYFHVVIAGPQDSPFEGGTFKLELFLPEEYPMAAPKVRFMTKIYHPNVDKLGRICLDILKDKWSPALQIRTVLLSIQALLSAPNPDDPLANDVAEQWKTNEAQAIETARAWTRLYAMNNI
SENP6 block = SENP6 protease inhibitors, primary screen, biochemical, luminescence, uHTS; Recombinant SENP6 catalytic domain, aminoluciferin luminescence; inhibition, % at 10 µM; 330,000 tested, 1.8% active; AID 2599, 2010;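 active means inhibition above about 50% at the single tested dose, limit read from the data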;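 further: plate controls were DMSO wells with enzyme for no effect and DMSO wells lacking enzyme for full effect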
Target sequence (Q9GZR1 628-1112 limits assumed): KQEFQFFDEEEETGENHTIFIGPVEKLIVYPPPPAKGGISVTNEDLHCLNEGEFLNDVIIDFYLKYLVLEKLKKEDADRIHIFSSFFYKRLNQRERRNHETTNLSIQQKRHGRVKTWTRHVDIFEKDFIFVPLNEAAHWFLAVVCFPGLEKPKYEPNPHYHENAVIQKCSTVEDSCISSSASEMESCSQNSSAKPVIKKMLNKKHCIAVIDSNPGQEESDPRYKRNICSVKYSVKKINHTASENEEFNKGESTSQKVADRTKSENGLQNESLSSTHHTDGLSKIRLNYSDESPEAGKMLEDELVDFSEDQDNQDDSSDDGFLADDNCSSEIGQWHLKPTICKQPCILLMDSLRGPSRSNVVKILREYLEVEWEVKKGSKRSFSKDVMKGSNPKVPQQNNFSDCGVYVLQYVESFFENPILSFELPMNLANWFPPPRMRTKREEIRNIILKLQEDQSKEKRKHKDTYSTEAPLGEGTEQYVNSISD
Apaf1 inhib = inhibitors of human Apaf-1 apoptosome, primary screen, biochemical, DEVD-Rh110 fluorescence, uHTS | Apoptotic protease-activating factor 1 (Homo sapiens), O14727 | reconstituted apoptosome caspase-3 activity | inhibition, % at 20 µM | 330,000 tested, 0.71% active | AID 489030, 2010; active means inhibition of at least 40% at 20 µM;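 further: plate controls were DMSO wells for no effect and DEVD-CHO caspase inhibitor wells for full effect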
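Material: reconstituted apoptosome with Apaf-1, cytochrome c, caspase-9, procaspase-3, dATP; medium: pH 7.5 Hepes buffer with CHAPS, BSA, DTT; also added: cytochrome c and DEVD-Rh110 substrate; timing: 30 min plus 50 min, RT; signal: Rh110 fluorescence intensity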
SENP1 inh = human SENP1 catalytic domain inhibitors, primary screen, biochemical, FRET, uHTS | inhibition, % at 10 µM | Sentrin-specific protease 1 (Homo sapiens), Q9P0U3 | 360,000 tested, 0.21% active | recombinant SENP1 catalytic domain, CyPet-SUMO1-YPet FRET cleavage;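 active means inhibition at least 30% at 10 µM, raw YFP signal under a set limit, fluorescence ratio 0.5 to 1.5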;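 further: 0% = enzyme with DMSO and 100% = no enzyme wells; some results filed as inactive read as strong as hits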
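Material: hSENP1 catalytic domain, recombinant; medium: Tris pH 8 with BME, BSA, NP40 and catalase; compound: single concentration of 10 µM compound, 0.5% DMSO final; technique: FRET read of cyan and yellow fluorescence; timing: 50 min enzyme reaction, room temperature, light-protected; reagent: SFCypet-SUMO1-SFYpet substrate at 25 nM; control set: no-enzyme low, enzyme-DMSO high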
SENP7 block = SENP7 protease inhibitors, primary screen, biochemical, luminescence, uHTS | Sentrin-specific protease 7 (Homo sapiens), Q9BQF6 | recombinant SENP7, Z-RLRGG-aminoluciferin luminescence, 40 min | inhibition, % at 5 µM | 330,000 tested, 1.5% active | AID 434973, 2010;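 active means inhibition above about 50% at the single test dose, limit read from the data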;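 further: plate controls were DMSO with enzyme for no effect and no enzyme buffer wells for full effect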
Target sequence (Q9BQF6 706-1050 limits assumed): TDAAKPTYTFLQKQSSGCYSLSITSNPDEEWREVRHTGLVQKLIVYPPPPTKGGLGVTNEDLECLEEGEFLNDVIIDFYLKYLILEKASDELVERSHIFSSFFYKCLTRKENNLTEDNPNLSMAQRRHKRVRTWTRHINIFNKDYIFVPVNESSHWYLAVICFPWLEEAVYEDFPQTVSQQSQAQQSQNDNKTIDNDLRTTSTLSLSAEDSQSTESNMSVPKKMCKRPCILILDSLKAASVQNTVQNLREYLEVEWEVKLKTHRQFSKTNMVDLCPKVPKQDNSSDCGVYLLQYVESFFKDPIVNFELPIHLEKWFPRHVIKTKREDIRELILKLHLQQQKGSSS
APOBEC3G inh = APOBEC3G DNA deaminase inhibitors, primary screen, biochemical, fluorescence, single-stranded DNA substrate, uHTS; DNA dC->dU-editing enzyme APOBEC-3G (Homo sapiens), Q9HC16; recombinant A3G, ssDNA deamination FAM/TAMRA fluorescence; inhibition, % at 20 µM; 330,000 tested, 0.28% active;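 active means inhibition of at least 40% at 20 µM, with no more than 30% in the related APOBEC3A deaminase screen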;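 further: plate controls were DMSO wells with A3G for no effect and wells lacking A3G enzyme for full effect; some compounds called inactive have numbers as strong as hits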
SENP8 block-1 = human SENP8 protease inhibitors, primary screen, biochemical, fluorescence, Nedd8 protein substrate, uHTS. Sentrin-specific protease 8 (Homo sapiens), Q96LD8. recombinant SENP8. inhibition, % at 20 µM. 360,000 tested, 0.64% active. AID 602440, 2012; in the data active means inhibition mostly above about 40%, no sharp cut-off; inactive means mostly below about 27%
SENP8 block-2 = SENP8 protease inhibitors, primary screen, biochemical, luminescence. inhibition, % at 10 µM. 330,000 tested, 1.2% active. purified SENP8, Z-RLRGG-aminoluciferin cleavage. AID 2540, 2010. Sentrin-specific protease 8 (Homo sapiens), Q96LD8; in the data active means inhibition above about 50%
* = called active by the depositor; / = no result given.

SMILES	UBC13 polyUb	SENP6 block	Apaf1 inhib	SENP1 inh	SENP7 block	APOBEC3G inh	SENP8 block-1	SENP8 block-2
CC(C)CN=Cc1c(O)c([N+](=O)[O-])cc2oc3c(c12)CCCC3	-147	23	24	32*	8	2	31	17
COc1ccc(N(CC(=O)Nc2cccc(C(F)(F)F)c2)S(C)(=O)=O)cc1	7	7	4	1	4	-6	13	-1
CCOC(=O)N1CCC(n2c(SCC(=O)N3CCCC3)nc3ccccc3c2=O)CC1	3	3	-2	1	-1	-5	21	-4
Cc1ccccc1NC(=O)c1ccc(-n2cncn2)nc1	-15	1	-1	2	0	-4	10	3
S=C(Nc1cc(Cl)cc(Cl)c1)N1CCN(c2ccccn2)CC1	-6	25	2	3	3	-4	12	-1
O=C(Nc1ccncc1)c1cc2ccccc2o1	4	64*	-6	-1	61*	-7	4	37
COc1cccc(Nc2nnc(SCn3nnc4ccccc4c3=O)s2)c1	1	-6	5	3	-6	-6	2	-5
COc1cccc(OCC(=O)NNC(=O)C(=O)Nc2ccc(OC)cc2OC)c1	-6	10	-2	2	-4	-1	-2	3
CCCCOC(=O)C1[C@H]2C(=O)N(Cc3cccs3)C[C@]23C=C[C@H]1O3 (stereo partly specified)	1	-2	-20	1	7	-6	14	-4
O=C(CSc1ccc(-c2ccco2)nn1)NC1CCCC1	-5	10	-22	2	-3	-11	-11	-3
COCCNc1ccc(N2C(=O)C3CCCCC3C2=O)cc1[N+](=O)[O-] (stereo unspecified)	-17	12	-8	3	4	2	24	8
COc1cccc(CC2(CO)CCCN(Cc3c(C)cc(C)cc3-n3cccn3)C2)c1 (stereo unspecified)	12	-1	-8	-37	5	-6	19	0
Cc1ccc(NC(=O)CN2C(=O)/C(=C\c3cccs3)SC2=S)cc1	-19	7	-8	0	-7	-2	22	3
CC(C)=NOC(=O)c1ccc(-c2ccccc2)cc1	-10	77*	16	0	72*	-4	29	58*
CCOc1ccc(N(CC(=O)NC2CCCC2)S(=O)(=O)c2c(C)[nH]c(=O)[nH]c2=O)cc1	1	-8	10	1	-8	-4	13	-3

2 compounds from above, showing only SENP1 inh and UBC13 polyUb:
Compound,SENP1 inh,UBC13 polyUb
O=C(CSc1ccc(-c2ccco2)nn1)NC1CCCC1,2,-5
COCCNc1ccc(N2C(=O)C3CCCCC3C2=O)cc1[N+](=O)[O-] (stereo unspecified),3,-17

Continued.
SMILES	UBC13 polyUb	SENP6 block	Apaf1 inhib	SENP1 inh	SENP7 block	APOBEC3G inh	SENP8 block-1	SENP8 block-2
CCc1nnc(NC(=O)C2CC(=O)N(c3ccc4c(c3)OCCO4)C2)s1 (stereo unspecified)	4	-26	-5	4	-4	1	23	-6
Cc1cc(C)cc(N(C(=O)c2csnn2)C(C(=O)NC(C)(C)C)c2ccccn2)c1 (stereo unspecified)	0	-15	-8	1	2	-9	-1	-3
COCCCNC(=O)CN(c1ccc(Cl)c(Cl)c1)S(C)(=O)=O	4	-5	-11	-1	4	-8	22	-1
CC(C)n1c(C(=O)OCC(=O)NCc2ccc3c(c2)OCO3)cc2occc21	0	-11	11	-8	7	-1	8	0
COc1ccc(NC(=O)/C(=C\c2ccccc2)NC(=O)c2ccco2)cc1	-1	5	0	-1	4	0	15	2
Cc1ccc(C(C)NC(=O)C2CCCC2)c(C)c1 (stereo unspecified)	4	11	-12	1	-4	-8	-2	7
Cc1ccc(-n2[nH]c(C)c(C=Nc3ccc(Br)cn3)c2=O)cc1	-6	-16	4	7	1	-9	17	-5
O=C(CSc1nc2ccccc2s1)Nc1cc(S(=O)(=O)N2CCOCC2)ccc1Cl	13	14	5	0	-4	-9	1	-5
COc1ccc(CCN(Cc2ccccn2)C(=S)Nc2ccccc2F)cc1OC	3	-16	2	3	7	-7	13	6
COc1ccc(CNc2ccc(N3CCOCC3)cc2)cc1	-2	-29	16	1	-11	-3	-42	-24
C#CCOC(=O)CCCC(=O)Nc1ccccc1OC	6	-5	-1	2	3	-5	7	0
CCOC(=O)c1cccnc1NC(=O)c1ccncc1	-16	-3	-3	2	-6	-2	4	-5
COc1ccccc1NC(=O)N1C2CCCC1CC(NC(=O)c1ccccc1)C2 (stereo unspecified)	6	6	-2	1	0	-4	14	3
CCc1nc2ccccc2[nH]1	-4	-5	-15	1	-3	-6	5	1
CCn1c(COc2cccc(OC)c2)nnc1SCC(=O)NC1CCCC1	6	-7	2	1	11	-9	3	4
Cc1ccc(Nc2nc3ccccc3c(=O)s2)cc1	14	-6	-4	1	-1	-5	2	5
CCCCOCCCNS(=O)(=O)c1ccccc1	-6	0	0	0	0	-3	8	-3
CCOC(=O)C(=CNc1ccc2c(c1)nnn2-c1ccc(Cl)cc1)C(=O)OCC	-5	-15	-4	1	-5	-15	-45	-9
N#CCCn1cc(C=C(C#N)C#N)c(-c2ccc(-c3ccccc3)cc2)n1	1	-9	9	-6	-3	-1	-179	-8
Cc1ccn2cc(C34CC5CC(CC(C5)C3)C4)nc2c1	8	3	7	2	5	-2	-148	-4
O=C(CSC1=NCCS1)N1CCCCCC1	4	2	2	2	4	-2	2	-7
O=C(CNC(=O)c1ccccc1)OCc1ccc([N+](=O)[O-])cc1	-8	1	9	2	-4	-8	16	-13
Cc1cccc(CSc2nc3c(c(=O)n2C)SCC3)c1	-5	21	20	-6	4	-1	10	6
COC(=O)c1ccc(SCC(=O)N2CCC(C)CC2)c([N+](=O)[O-])c1	3	5	-12	1	-2	2	9	2
NC(=O)C(CCC(=O)c1ccc(Br)cc1)S(=O)(=O)c1ccccc1 (stereo unspecified)	17	0	-9	3	-7	-8	18	0
O=C1c2cccnc2C(Nc2ccc(Br)cc2Br)N1Cc1cccs1 (stereo unspecified)	4	5	15	/	8	-6	/	3
c1ccc(OCc2nnc3n2CCCCC3)cc1	-1	1	-11	3	0	0	22	-1
Cc1ccc2ncnc(-c3ccccc3)c2c1	1	10	5	-6	4	-2	-2	-2
CC(C)NC(=S)NCc1cccnc1	6	-6	-4	-4	6	-6	13	1
CCCc1cc(=O)oc2cc(C)cc(OCC(=O)Nc3ccc(S(N)(=O)=O)cc3)c12	13	-9	-4	1	0	-6	-146	-1

Full records as entered above. Screens in order: UBC13 polyUb | SENP6 block | Apaf1 inhib | SENP1 inh | SENP7 block | APOBEC3G inh | SENP8 block-1 | SENP8 block-2
Shown for `O=C(CNC(=O)c1ccccc1)OCc1ccc([N+](=O)[O-])cc1` : -8 | 1 | 9 | 2 | -4 | -8 | 16 | -13
Shown for `CCCCOCCCNS(=O)(=O)c1ccccc1` : -6 | 0 | 0 | 0 | 0 | -3 | 8 | -3
Shown for `O=C1c2cccnc2C(Nc2ccc(Br)cc2Br)N1Cc1cccs1` (stereo unspecified) : 4 | 5 | 15 | / | 8 | -6 | / | 3
Shown for `Cc1cccc(CSc2nc3c(c(=O)n2C)SCC3)c1` : -5 | 21 | 20 | -6 | 4 | -1 | 10 | 6
Shown for `Cc1ccn2cc(C34CC5CC(CC(C5)C3)C4)nc2c1` : 8 | 3 | 7 | 2 | 5 | -2 | -148 | -4

Other entries.
SMILES	UBC13 polyUb	SENP6 block	Apaf1 inhib	SENP1 inh	SENP7 block	APOBEC3G inh	SENP8 block-1	SENP8 block-2
CCNc1nc(NCC)nc(OCCOC(=O)Nc2ccccc2)n1	-4	-10	-10	-1	-5	-10	4	-4
O=C(COc1coc(CN2CCCc3ccccc32)cc1=O)Nc1ccc([N+](=O)[O-])cc1	-22	2	0	-22	-2	-5	-64	2
CCC(=O)NCCNc1ccc([N+](=O)[O-])cn1	-14	-20	-2	/	-3	0	/	-11
COc1cccc(-c2coc3c(C)c4oc(=O)c(CCC(=O)O)c(C)c4cc23)c1	-11	-14	16	-2	3	-2	-174	-4
CCc1ccc(NS(=O)(=O)c2ccc(OC)c(C)c2)cc1	7	-6	-6	1	-3	-3	8	0
CCCc1cc(=O)n2[nH]c(CCc3ccccc3)nc2n1	5	-2	2	2	2	0	19	-6
Cc1ccc(-c2nc3ccccc3[nH]2)cc1NC(=O)c1sc2ccccc2c1Cl	6	-7	14	0	-6	-4	-17	0
CC1CCN(Cc2c(O)ccc3c2O/C(=C\c2ccco2)C3=O)CC1	-11	-13	6	-27	0	4	-105	-9
COc1ccc(C(=O)NC2CCCc3ccccc32)cc1[N+](=O)[O-] (stereo unspecified)	3	-8	-1	0	-7	-8	19	-12
COC(=O)[C@H](Cc1ccccc1)NC(=O)c1ccc2ccccc2n1	-7	17	19	1	-1	-15	9	-5
CC(C)(Oc1ccc(Cl)cc1)C(=O)NCCCn1ccnc1	0	-10	2	2	-1	-3	5	11
COCc1ccc(CN2CCCC(C(=O)Nc3ccc(-c4cccc(OC)c4)cc3)C2)o1 (stereo unspecified)	11	-1	25	-2	-6	0	13	-6
C=CCn1c(-c2ccccc2)ccc(C#N)c1=O	-5	-8	14	1	7	4	-1	2
COc1ccc(/C=C/c2nc(S(=O)(=O)c3ccccc3)c(NCCCN(C)C)o2)cc1OC	7	-4	-2	-25	2	15	-452	2
O=C(Nc1cccc(S(=O)(=O)N2CCOCC2)c1)c1c2c(nc3ccccc13)CCC2	-5	11	-3	2	10	15	4	0
Cc1ccc(C(=O)Nc2cc(C(F)(F)F)ccc2N2CCCCC2)cc1[N+](=O)[O-]	2	-8	0	0	-2	-3	13	-6
COc1ccc(NC(=O)N2C3CCCC2CC(NC(=O)C2CC2)C3)cc1 (stereo unspecified)	1	-1	2	1	0	-2	4	2
c1ccc(-c2cn3c(n2)-c2ccccc2C3)cc1	8	96*	1	-1	97*	-1	-42	96*
O=C(CNS(=O)(=O)c1ccccc1)Nc1cccc([N+](=O)[O-])c1	5	-2	-7	1	-2	-4	-4	-2
Oc1ccc(C=NCCc2ccccc2)cc1	-10	-3	3	1	-8	3	11	-9

Reformatted as a markdown table: part of the list above
| Molecule | UBC13 polyUb | SENP6 block | Apaf1 inhib | SENP1 inh | SENP7 block | APOBEC3G inh | SENP8 block-1 | SENP8 block-2 |
| --- | --- | --- | --- | --- | --- | --- | --- | --- |
| O=C(CNS(=O)(=O)c1ccccc1)Nc1cccc([N+](=O)[O-])c1 | 5 | -2 | -7 | 1 | -2 | -4 | -4 | -2 |
| Oc1ccc(C=NCCc2ccccc2)cc1 | -10 | -3 | 3 | 1 | -8 | 3 | 11 | -9 |

Assay outcomes as filed in PubChem.
